Screening results deposited in PubChem BioAssay by National Center for Advancing Translational Sciences (NCATS).
Tb PYK inh: blocks Trypanosoma brucei pyruvate kinase; Q57TT1; AID 624173; hit rate 0.12% among 410,000; Potency, µM (highest dose often 76.8 µM), without a hit: top-dose activity, negative = inhibition, hits mostly inhibitors; TbPYK enzyme, Kinase-Glo Plus ATP luminescence, 45 min; also: potency is read from the fitted curve at half-maximal effect; % is scaled to controls: 0 for no effect and ±100 for the full control effect; nearly all actives have a fitted effect of over 50% in size
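Readout: single end-point luminescence (Kinase-Glo Plus, 10 min). Reaction conditions were TbPYK/substrate plus 130 uM ADP, 45 min at RT, pH 7.2 TEA buffer. No-enzyme wells served as controls, and data were normalized before concentration-response fitting.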
Pf growth 96h: inhibits malaria parasite growth, 96 h | Potency, µM (doses to about 28.7 µM), for inactives: at the highest dose activity change, negative = inhibition, actives largely listed as inhibitors | P. falciparum luciferase reporter growth, 96 h | hit rate 6.9% among 320,000; also: potency is read from the fitted curve at half-maximal effect; % is scaled to controls: 0 for no effect and ±100 for the full control effect
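Cell-based qHTS: luciferase-tagged P. falciparum in erythrocytes (2% hematocrit, 0.05% parasitemia final) incubated with compounds for 96 hours, 37 C, 5% CO2; luciferase detection reagent then added and luminescence measured.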
Pf growth 48h: inhibits P. falciparum growth in the first generation, 48 h; P. falciparum luciferase growth in erythrocytes, 48 h; Potency, µM (highest dose often 28.7 µM), without a hit: at the top dose activity change, negative = inhibition, usual class: inhibitors; hit rate 5.9% among 310,000; AID 504832; also: potency is read from the fitted curve at half-maximal effect; % is scaled to controls: 0 for no effect and ±100 for the full control effect
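Luciferase-expressing P. falciparum in infected erythrocytes (2% hematocrit, 0.1% parasitemia final) in RPMI 1640/0.5% Albumax were exposed to compound for 48 hours at 37 C, 5% CO2; growth read as luminescence.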
AmpC inh no detg: inhibitors of E. coli AmpC beta-lactamase without detergent; AmpC nitrocefin hydrolysis, absorbance 480 nm, 0.0001% Triton; Potency, µM (top dose mostly 57.1 µM), inactives show at the top dose activity change, negative = inhibition, hits mostly inhibitors; hit rate 0.52% among 330,000;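 also: potency is read from the fitted curve at half-maximal effect; plate controls were no compound for no effect and no enzyme for full effect; nearly all actives have a fitted effect of over 20% in size; some results filed as inactive show a strong effect at the top dose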
Target sequence (P00811 whole entry, looked up): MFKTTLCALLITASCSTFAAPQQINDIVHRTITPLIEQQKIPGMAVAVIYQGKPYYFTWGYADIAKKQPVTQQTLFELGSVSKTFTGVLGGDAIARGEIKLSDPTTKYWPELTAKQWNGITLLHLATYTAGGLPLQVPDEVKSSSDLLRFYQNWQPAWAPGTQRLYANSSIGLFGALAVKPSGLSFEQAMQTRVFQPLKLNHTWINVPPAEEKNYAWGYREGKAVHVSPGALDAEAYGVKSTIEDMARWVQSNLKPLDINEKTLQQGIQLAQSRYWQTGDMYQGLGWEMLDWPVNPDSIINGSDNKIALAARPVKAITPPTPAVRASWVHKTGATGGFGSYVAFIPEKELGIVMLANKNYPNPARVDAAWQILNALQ
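AmpC (5.3 nM in the dispensed reagent) in 20 mM phosphate pH 7.0 with 0.01% (detergent screen) or 0.0001% Triton X-100 was preincubated with compounds for 15 min at room temperature. Nitrocefin was then added from an 800 uM solution, and hydrolysis was followed at 480 nm.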
CHX counter: affects cycloheximide protein synthesis inhibition readout, counter-screen | cell reporter, cycloheximide protein synthesis inhibition counterscreen | max response, % | hit rate 12% among 300,000; in the data active = max response mostly above about 13%, no sharp cut-off; inactive = mostly below about 14%; also: read at 38.3 µM for the half of the compounds with a filed dose; 0% is about no effect
Shiga inhibitor: blocks Shiga toxin action in Vero cells. AID 2315. Vero cells, Shiga toxin protein synthesis inhibition reporter. inhibition, % at 38.7 µM. hit rate 9.2% among 290,000; in the data active = inhibition mostly above about 28%, no sharp cut-off; inactive = mostly below about 43%; also: 0% is about no effect
LmPK inh: inhibitors of Leishmania mexicana pyruvate kinase | Q27686 | purified LmPK, Kinase-Glo ATP luminescence, 1 h | Potency, µM (doses to about 57.5 µM), without a hit: at the top dose activity change, negative = inhibition, usual class: inhibitors | hit rate 0.37% among 290,000; also: potency is read from the fitted curve at half-maximal effect; % is scaled to controls: 0 for no effect and ±100 for the full control effect
Target sequence (Q27686 whole entry, looked up): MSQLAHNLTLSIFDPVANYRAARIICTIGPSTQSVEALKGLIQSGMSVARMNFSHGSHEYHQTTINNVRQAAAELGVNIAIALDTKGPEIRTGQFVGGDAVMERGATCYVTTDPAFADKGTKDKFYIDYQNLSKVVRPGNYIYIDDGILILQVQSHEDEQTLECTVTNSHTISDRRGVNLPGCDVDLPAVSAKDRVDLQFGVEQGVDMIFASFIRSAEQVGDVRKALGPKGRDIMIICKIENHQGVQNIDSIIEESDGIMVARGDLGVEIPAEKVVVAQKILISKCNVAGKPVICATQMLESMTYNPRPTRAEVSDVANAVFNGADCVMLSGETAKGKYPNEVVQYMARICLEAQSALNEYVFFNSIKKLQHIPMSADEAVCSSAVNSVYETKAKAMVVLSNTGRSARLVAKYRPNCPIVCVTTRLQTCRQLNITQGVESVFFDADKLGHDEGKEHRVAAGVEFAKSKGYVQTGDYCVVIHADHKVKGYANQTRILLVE
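In 50 mM imidazole pH 7.2 with 7 mM MgCl2, LmPK (0.1 nM) turned over PEP (0.5 mM) and ADP (0.1 mM) for 1 h at room temperature. Luciferase read-out of ATP.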
* hit, by the source's call; ? = inconclusive; . = no result given; & = joins results of further samples; [ ] = dose if it differs, or a comment. Unless noted, calls follow the shape of the dose curve; as a rule, active = well fitted curve in the direction sought with a large enough effect; inconclusive = small, poorly fitted or top-dose-only effect, or another doubt; inactive = no such curve, though single readings can be large; an effect the other way counts as inactive or inconclusive.

Sequence of screens – Tb PYK inh	Pf growth 96h	Pf growth 48h	AmpC inh no detg	CHX counter	Shiga inhibitor	LmPK inh
C=CCN(CC=C)S(=O)(=O)c1ccc(NC(=S)NC(=O)c2ccco2)cc1
  -10%	.	?	35µM*	5	34	1%
COc1ccc(C(=O)N2CCC(C(=O)O)CC2)cc1
  -3%	.	26%	-19%	-2	-11	-4%
O=C1c2cccc3c(N4CCCCC4)ccc(c23)C(=O)N1c1ccccc1O
  1%	26%	-5%	-37%	-1	19	-1%
CSc1nc2ccccc2n1Cc1cccc(F)c1
  -1%	.	-30%	4%	5	-2	2%
N#Cc1c(N)nc(SCc2ccccn2)c(C#N)c1-c1cccs1
  -1%	.	?	-20%	1	-12	6%
Cc1cccc(OCC(=O)NCC(=O)N/N=C/c2cccs2)c1
  -13%	41%[activator]	7%	-24%	-3	-4	-4%
CCOC(=O)c1cccc(NC(=O)CSc2nnc(-c3ccoc3C)n2CC)c1
  -1%	13µM*	-9%	14%	16	-20	6%
CCCN1CCN(CCCNC(=O)c2cc3c(=O)[nH]c4ccccc4c3s2)CC1
  3%&-2%	421%[activator]	?	8%	2	18	-1%
CCC1CCCCN1CCCNC(=O)CC1Oc2ccc(C)cc2NC1=O (centres undefined)
  7%	?	11%	-1%	8	-7	-3%
Cc1cccc(NC(=O)C2CCN(S(=O)(=O)c3ccc4ccccc4c3)CC2)n1
  1%	0%	?	-29%	.	.	.
COC(=O)Cn1c(CCC(=O)O)ccc1-c1ccccc1
  0%	8.3µM*	.	-29%	-7	-7	6%
COc1ccc(C(=O)N2CCN=C2SC)cc1
  5%	4%	25%	-10%	17	16	-3%
COc1cc(C(=O)NNC(=O)c2ccoc2C)cc(OC)c1OC
  0%	46%	18%	-10%	-2	-11	0%
c1cc(CNCC2CCCO2)ccn1 (centres undefined)
  3%	-25%	10%	-10%	9	-9	9%
O=C(CCNS(=O)(=O)c1c(Cl)cccc1Cl)N1CCCC1
  0%	-26%	9%	-17%	.	.	.
Cc1cccc(NC2SC(=O)N(c3ccccc3)C2=O)c1 (centres undefined)
  -10%	.	49%[activator]	-19%	53*	71*	-13%
CC(=O)Nc1nc2nc(-c3ccccc3)cc(-c3ccccc3)n2n1
  5%	41%[activator]	?	1%	10	-26	0%
COc1c2ccoc2c(OC[C@@H](O)C(C)(C)O)c2oc(=O)ccc12
  0%	-9%	19%	-22%	-2	-14	1%
CCNc1nc(N2CCCCC2)nc(-n2nnc(C(=O)OCC)c2C)n1
  6%	25%	?	16%	-3	-5	1%
N=c1c2c(-c3ccccc3)c(-c3ccccc3)n(Cc3ccccc3)c2ncn1CCO
  1%	?	4.1µM*	135%[activator]	-10	-8	-1%
Cc1nn(CC(=O)N2CCCC2)c(=O)c2nn(-c3ccccc3)c(C)c12
  0%	?	9%	-7%	-3	-5	-1%
Cc1ccc(C(=O)/C=C/C(=O)O)cc1
  ?	?	-18%	-26%	7	6	-2%
CCCC(=O)Nc1ncnc2c1ncn2C1OC2COP(=O)(O)OC2C1OC(=O)CCC (centres undefined)
  1%	-20%	-15%	.	.	.	.
CC(C)c1ccc(/C=N/NC(=O)c2ccc(-n3cnnn3)cc2)cc1
  -2%	4%	-12%	-24%	.	.	.
OCCC1CN(Cc2cc3c(cc2Cl)OCO3)CCN1Cc1ccccc1 (centres undefined)
  -8%	10µM*	?	54%	-1	-13	-1%
COc1ccc(COC(=O)N/N=C(\C)CC(=O)Nc2ccc(Cl)cn2)cc1
  1%	39%[activator]	24%	-17%	14	17	1%
COC(=O)c1cc(NC(=O)N2c3ccccc3Sc3ccccc32)cc(C(=O)OC)c1
  2%	?	?	20%	-1	-9	2%
O=C(NCC(c1ccco1)N1CCc2ccccc21)c1ccc([N+](=O)[O-])cc1 (centres undefined)
  0%	?	?	-30%	.	.	.
CC(C)C(OC(=O)c1ccco1)C(=O)NCc1ccc2c(c1)OCO2 (centres undefined)
  2%	7%	20%	-12%	-4	11	-1%
CCOC(=O)N1CCN(C(=O)CN(c2cc(Cl)ccc2OC)S(=O)(=O)c2ccccc2)CC1
  -4%	?	?	168%[activator]	-5	-5	1%
COc1ccc(CN2CCN(C(=O)c3cccc(OC)c3OC)CC2)cc1OC
  3%	-17%	7%	6%	-2	-9	0%
Cc1ccc(SCC(=O)Nc2cccc(-c3nnc(-c4ccco4)o3)c2)cc1
  -4%	28%	-91%	?	21*	56*	1%
Brc1cc2c(cc1/C=N/Nc1nc(N3CCCC3)nc(N3CCOCC3)n1)OCO2
  0%	?	?	-44%	3	-22	0%
O=C(Cn1ncc2c1-c1ccccc1OC2)Nc1ccc(Cl)cn1
  4%	26%	3%	-19%	-1	1	3%
Cc1cccc(Nc2c([N+](=O)[O-])c(=O)oc3ccccc23)c1
  -1%	?	?	-43%	5	4	6%
CC(C)NC(=O)Cn1cc(C(=O)COc2ccccc2)c2ccccc21
  -5%	63%[activator]	-9%	-45%	-2	33	0%
CCC(=O)N1CCc2cc(S(=O)(=O)CCC(=O)N3CCN(c4ccccc4)CC3)ccc21
  -3%	9%	?	-4%	5	-1	1%
CC1CN(C(=O)c2ccc(COc3ccc(C(C)C)cc3)o2)CC(C)O1 (centres undefined)
  -4%	-5%	23%	158%[activator]	54*	195*	3%
COc1ccccc1NS(=O)(=O)c1ccc(C(=O)OCC(=O)NCc2ccco2)cc1
  -5%	3%	-16%	-9%	-4	-13	2%
Cc1sc(NC(=O)CCCC(=O)O)c(C(N)=O)c1-c1ccccc1
  4%	7%	39%[activator]	-14%	9	74*	-9%
NC(=O)c1c(Nc2nc3c(F)cccc3s2)sc2c1CCCC2
  ?	?	-14%	-20%	18*	13	-16%
O=C(CNS(=O)(=O)c1cccc2nsnc12)NCc1ccc(Cl)cc1
  6%	5%	15%	-8%	-1	17	-7%
CC(C)N(Cc1ccccc1)C(=O)CN1C(=O)NC2(CCCC2)C1=O
  1%	-24%	-18%	-6%	.	.	.
O=S(=O)(NC1CCCC1)c1ccc(S(=O)(=O)N(Cc2cccs2)CC2CCCO2)cc1 (centres undefined)
  -24%	?	?	-4%	2	10	10%
Clc1ccc2nc(COc3ccccc3)[nH]c2c1
  1%	-4%	69%[activator]	-33%	34*	.	5%
COc1cccc(-c2sc3ccc(OC)cc3c2-c2cc(F)cc(OC)c2)c1
  3%	2.9µM*	?	-29%	.	.	.
N#C/C(=C\Nc1ccccc1SC(F)(F)F)c1nc(-c2ccc(Cl)cc2)cs1
  4%	23%	40%[activator]	-13%	4	-8	9%
CC1CC(C)CN(C(=O)c2cccc(S(=O)(=O)Nc3cc(C(F)(F)F)ccc3Cl)c2)C1 (centres undefined)
  -4%	-3%	4%	47%	-3	-3	1%
Cc1ccc2c(c1)c1n[nH]c(=S)nc1n2CCc1ccccc1
  -3%	9%	?	-13%	-2	5	-6%
O=C(NC(=S)NCC1CCCO1)c1ccccc1 (centres undefined)
  -10%	34%[activator]	50%[activator]	-23%	31*	34*	0%
Cc1cc2ccccc2c(=O)n1CC(=O)N1CCN(c2cccc(Cl)c2)CC1
  1%	-3%	-2%	-9%	-3	9	1%
CC(OC(=O)/C(C#N)=C/c1ccc(N(C)C)cc1)C(=O)N(C)Cc1ccccc1 (centres undefined)
  -3%	?	?	-48%	1	-21	-14%
Cc1ccc(CNS(=O)(=O)c2ccccc2[N+](=O)[O-])cc1
  2%	224%[activator]	37%[activator]	-2%	29*	55	11%
C=CCn1c(NC(C)c2cc(Cl)ccc2O)nc2ccccc21 (centres undefined)
  -5%	?	.	-17%	-1	-6	0%
Cc1nnc(SCC(=O)NNC(=O)c2ccco2)s1
  0%	23%	?	12%	.	.	.
CC(C)(Oc1ccc(Cl)cc1)C(=O)NCCN1C(=O)S/C(=C/c2cccnc2)C1=O
  5%	?	?	77%[activator]	-6	-13	2%
CCCCN1CC(=O)N2[C@H]3c4cc(OC)ccc4OC[C@@H]3[C@H](C(=O)OCC)[C@]2(C)C1=O
  -2%	?	-21%	70%[activator]	.	.	.
Cc1ccc(S(=O)(=O)N(CC(=O)N2CCCCCC2)c2ccccc2)cc1
  0%	?	.	20%	-3	-4	3%
O=C(CN1C(=O)NC2(CCCC2)C1=O)NNC(=O)c1ccccc1F
  -3%	22%	27%	-8%	.	.	.
COc1cccc(C(=O)N(CN2CCCC2=O)c2cccc(Cl)c2)c1OC
  .	-4%	2%	0%	-1	-9	-4%

Two entries from above, as labelled records:
N#C/C(=C\Nc1ccccc1SC(F)(F)F)c1nc(-c2ccc(Cl)cc2)cs1
  Tb PYK inh: 4%
  Pf growth 96h: 23%
  Pf growth 48h: 40%[activator]
  AmpC inh no detg: -13%
  CHX counter: 4
  Shiga inhibitor: -8
  LmPK inh: 9%
CC1CC(C)CN(C(=O)c2cccc(S(=O)(=O)Nc3cc(C(F)(F)F)ccc3Cl)c2)C1 (centres undefined)
  Tb PYK inh: -4%
  Pf growth 96h: -3%
  Pf growth 48h: 4%
  AmpC inh no detg: 47%
  CHX counter: -3
  Shiga inhibitor: -3
  LmPK inh: 1%

(list continues)
Sequence of screens – Tb PYK inh	Pf growth 96h	Pf growth 48h	AmpC inh no detg	CHX counter	Shiga inhibitor	LmPK inh
O=C(CC1C(=O)NCCN1Cc1ccc(-c2ccccc2)cc1)NCC1CC1 (centres undefined)
  -4%	12%	8%	136%[activator]	5	15	-1%
Cc1ccc(C2(C)NC(=O)N(CC(=O)N(C)CC(=O)Nc3cccc4ccccc34)C2=O)cc1 (centres undefined)
  0%	6%	4%	49%	.	.	.
CCc1cccc(OCCN2CCCC2)c1
  2%	81%[activator]	-5%	-10%	-1	15	-6%
Cc1cc(C(=O)Nc2sc(C)c(C)c2C#N)no1
  -1%	.	78%[activator]	-10%	41*	59*	-1%
CCN(CC)CCn1c2c(c(SCC(=O)Nc3cccc(C(C)=O)c3)nc1=O)CCCC2
  -3%	?	?	54%	.	.	.
Cc1ccc(C(C[N+](=O)[O-])c2c(-c3ccccc3O)[nH][nH]c2=O)cc1 (centres undefined)
  9%	0%	-16%	-23%	3	7	4%
COc1ccc(-n2c(C)cc(C(=O)CN3C(=O)NC4(CCCc5sccc54)C3=O)c2C)cc1 (centres undefined)
  2%	4.7µM*	?	-11%	3	-7	-1%
COc1ccccc1N(CC(O)COc1ccccc1C)S(=O)(=O)c1ccccc1 (centres undefined)
  -6%	10µM*	?	-8%	-1	-7	-1%
CCN(CC)C(=O)CCCOc1ccc(Cl)cc1Cl
  0%	-28%	47%[activator]	103%[activator]	33	91*	2%
NC(=O)c1ncc(C(F)(F)F)cc1Cl
  2%	86%[activator]	?	-13%	-3	-8	-9%
CCN1C(=O)C(CC(=O)Nc2ccc(OC)cc2)N(CCc2ccccc2)C1=S (centres undefined)
  -5%	?	?	-11%	-2	17	4%

Random excerpt: 2 compounds from above
Sequence of screens – Tb PYK inh	Pf growth 96h	Pf growth 48h	AmpC inh no detg	CHX counter	Shiga inhibitor	LmPK inh
COc1ccccc1N(CC(O)COc1ccccc1C)S(=O)(=O)c1ccccc1 (centres undefined)
  -6%	10µM*	?	-8%	-1	-7	-1%
Cc1ccc(C(C[N+](=O)[O-])c2c(-c3ccccc3O)[nH][nH]c2=O)cc1 (centres undefined)
  9%	0%	-16%	-23%	3	7	4%
